Bioassay records from PubChem.
CYP2C9 activ – human CYP2C9 activators, primary screen, biochemical, luminescence; Cytochrome P450 2C9 (Homo sapiens), P11712; recombinant CYP2C9, luciferin-H conversion; hits give high values; factor 1 = untreated enzyme, 0 = blocked; activation factor at 5 µM; 96,000 tested, 1.4% active; AID 1024, 2008;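 active = activation factor of 2 or more for CYP2C9 at a 5 µM dose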;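 also: 0 = sulfaphenazole-blocked wells and 1 = vehicle-only wells; values of inactives mirror those of a sister screen read the other way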
CD11b adhes inh – inhibitors of CD11b/CD18 adhesion to fibrinogen, primary screen, K562 cells, luminescence | ATPlite luminescence; Mn2+ added to activate the integrin | Integrin beta-2 (Homo sapiens) + Integrin alpha-M (Homo sapiens), P05107+P11215 | 93,000 tested, 0.54% active | AID 1497, 2009 | inhibition, % at 10 µM;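 active = primary inhibition of 50% or more at 10 µM, then 40% or more on retest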; also: some results filed as inactive read as strong as hits
CYP2C19 inhib – blockers of cytochrome P450 2C19 activity – biochemical, luminescence, ADME assay, primary screen | inhibition, % at 5 µM | CYP2C19 Supersomes, luciferin-H EGE luminescence, 30 min | 96,000 tested, 21% active | P33261;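 active = CYP2C19 inhibition above a set limit at 5 µM in the primary screen, cut at about 50% in these data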;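 also: plate controls were negative control wells for no effect and 2.5 mM tranylcypromine positive control for full effect; values of inactives mirror those of a sister screen read the other way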
Target sequence (P33261 whole entry, looked up): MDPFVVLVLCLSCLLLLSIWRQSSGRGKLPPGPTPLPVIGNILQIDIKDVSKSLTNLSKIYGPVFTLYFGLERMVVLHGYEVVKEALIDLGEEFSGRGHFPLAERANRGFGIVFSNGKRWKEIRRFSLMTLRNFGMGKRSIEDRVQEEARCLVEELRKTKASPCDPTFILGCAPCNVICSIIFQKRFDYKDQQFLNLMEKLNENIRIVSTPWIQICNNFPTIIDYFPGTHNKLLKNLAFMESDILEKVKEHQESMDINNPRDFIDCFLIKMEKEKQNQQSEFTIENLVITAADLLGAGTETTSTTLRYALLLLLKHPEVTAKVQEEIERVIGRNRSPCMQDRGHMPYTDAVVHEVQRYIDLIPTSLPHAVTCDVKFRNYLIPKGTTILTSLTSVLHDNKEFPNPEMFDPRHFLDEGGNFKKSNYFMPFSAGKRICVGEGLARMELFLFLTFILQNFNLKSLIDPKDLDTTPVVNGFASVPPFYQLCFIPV
PTK2B oligo ant – antagonists of Pyk2 self-association, primary screen, Q293 cells, FERM NanoBiT luminescence, HTS; Protein-tyrosine kinase 2-beta (Homo sapiens), Q14289; hits give low values; z-score (the deposit names both 25 µM and 10 µM); 99,000 tested, 0.83% active; AID 1347419, 2020;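 active = Z-score of -3 or lower, scaled per plate to the spread of control and sample wells; inactive = z-score above -3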;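 also: negative z-score means lost luminescence so less FERM oligomerization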
MT1-MMP txn act – MT1-MMP promoter reporter activation – cell-based, luciferase luminescence, primary screen. HT1080 MT1-MMP promoter luciferase reporter, overnight; hits give high values. activation factor at 10 µM. 86,000 tested, 0.16% active;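 active = activation factor of at least 2 for MT1-MMP transcription at 10 µM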
CYP2C9 inh – blockers of cytochrome P450 2C9 activity – biochemical, luminescence, ADME assay, primary screen | P11712 | CYP2C9 Supersomes, luciferin-H conversion | inhibition, % at 5 µM | 96,000 tested, 20% active | AID 777, 2007;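 active = blocking of liver enzyme CYP2C9 beyond about 50% at 5 µM, limit read from the data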; also: values of inactives mirror those of a sister screen read the other way
CYP2C19 activ – human CYP2C19 activators, primary screen, biochemical, luminescence | 96,000 tested, under 10 active | activation factor at 5 µM | recombinant CYP2C19, luciferin-H EGE luminescence; hits give high values; 0 = fully inhibited enzyme, 1 = untreated enzyme | Cytochrome P450 2C19 (Homo sapiens), P33261 | AID 1025, 2008;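 active = activation factor of at least 2 at 5 µM in the primary screen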;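 also: 0 = wells with 2.5 mM tranylcypromine and 1 = vehicle-only wells; values of inactives mirror those of a sister screen read the other way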
PLAP activator – PLAP enzyme activators, biochemical, luminescence, HTS. purified PLAP enzyme, luminescent substrate read-out; hits give high values. AID 696, 2007. activation fold at 20 µM. 96,000 tested, 1.2% active; in the data active = activation fold above about 2
Target sequence (P05187 whole entry, looked up): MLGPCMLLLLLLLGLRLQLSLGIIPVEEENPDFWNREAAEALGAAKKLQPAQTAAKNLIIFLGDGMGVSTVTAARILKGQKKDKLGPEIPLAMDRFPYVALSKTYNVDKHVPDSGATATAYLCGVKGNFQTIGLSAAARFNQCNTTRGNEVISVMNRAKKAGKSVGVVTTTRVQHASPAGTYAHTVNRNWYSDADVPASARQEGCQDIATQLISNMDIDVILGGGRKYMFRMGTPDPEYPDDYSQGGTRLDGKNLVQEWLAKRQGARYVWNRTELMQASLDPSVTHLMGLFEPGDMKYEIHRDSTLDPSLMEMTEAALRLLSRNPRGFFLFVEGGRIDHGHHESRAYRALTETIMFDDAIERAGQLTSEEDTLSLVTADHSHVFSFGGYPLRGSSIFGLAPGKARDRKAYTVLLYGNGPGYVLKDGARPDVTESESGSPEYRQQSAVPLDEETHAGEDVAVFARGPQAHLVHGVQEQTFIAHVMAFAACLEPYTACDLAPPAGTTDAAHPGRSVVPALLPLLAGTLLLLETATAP
Mac1 fbg enh – enhancers of CD11b/CD18 adhesion to fibrinogen, primary screen, K562 cells, luminescence; Integrin beta-2 (Homo sapiens) + Integrin alpha-M (Homo sapiens), P05107+P11215; ATPlite luminescence; activation, % at 10 µM; 93,000 tested, 0.07% active; AID 1499, 2009;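 active = 10 µM primary screen giving 50% or more activity, confirmed by 40% or more on retest at that dose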; also: strong numbers were not always called active; reference of the scale not given here
An asterisk follows results filed as active; · = no result given.

CYP2C9 activ | CD11b adhes inh | CYP2C19 inhib | PTK2B oligo ant | MT1-MMP txn act | CYP2C9 inh | CYP2C19 activ | PLAP activator | Mac1 fbg enh | SMILES
1.1 | -3 | -10 | -0.33 | 0.9 | -9 | 1.1 | 1 | -2 | COCCNC(=O)COc1cc(=O)n(C)c2ccccc12
0.6 | · | 3 | 1.5 | · | 38 | 1 | 1 | · | CCc1ccc(NC(=O)CS(=O)CC(=O)NCCCc2ccccc2)cc1 (centres undefined)
0.8 | -12 | 0 | 0.08 | · | 18 | 1 | 1 | -3 | O=C(N=Nc1c(O)n(C2OC(=O)c3ccccc32)c2ccccc12)c1ccc(O)cc1 (centres undefined)
0.5 | 6 | 97* | -1.8 | · | 50 | 0 | 1 | 5 | Cc1nn(C)c(Oc2ccccc2)c1CCNS(=O)(=O)c1ccc(F)cc1
0.3 | -44 | 100* | 0.52 | 1.1 | 67* | 0 | 1.5 | 3 | CC1Cc2ccccc2N1C(=O)CSc1nnc2sc3ccccc3n12 (centres undefined)
1 | 10 | 17 | -0.85 | 1.2 | 1 | 0.8 | 1.4 | 2 | CCCS(=O)(=O)c1nc(S(=O)(=O)c2ccc(C)cc2)c(NCCCN2CCOCC2)s1
0.7 | -7 | 26 | -0.32 | 1.3 | 32 | 0.7 | 1.1 | 0 | CCOC(=O)Nc1ccc2c(c1)ncn2C1CCCCC1
1 | -8 | 8 | 0.79 | 1.1 | -2 | 0.9 | 0.9 | 2 | CS(=O)(=O)c1cccc(C(=O)Oc2ccccc2)c1
1 | 4 | 9 | -0.94 | 1 | 2 | 0.9 | 1.4 | -6 | CC(=O)N1CCCc2cc(S(=O)(=O)N(CC(C)C)CC(C)C)ccc21
1 | 4 | 24 | · | 1.2 | -1 | 0.8 | 1 | -5 | COc1ccc2c(c1)nc1n2CN(CC2CCCO2)CN1Cc1ccccc1 (centres undefined)
0.8 | · | 40 | -1.2 | 1.1 | 16 | 0.6 | 0.9 | · | Cc1cc2c(cc1C)CSC(c1ccc(O)cc1)SC2
0.2 | 1 | 60* | 3.6 | 1.2 | 80* | 0.4 | 1.5 | 1 | Cn1c(=O)c2c(nc(-n3ccnc3)n2Cc2ccc(Cl)cc2Cl)n(C)c1=O
0.9 | 2 | 2 | · | 1.2 | 15 | 1 | 1.1 | -6 | Cc1c(/C(O)=C2\C(=O)C(=O)N(CCCN(C)C)C2c2ccncc2)cnn1-c1ccccc1 (centres undefined)
0.6 | -20 | 5 | -0.54 | 1 | 37 | 0.9 | 0.8 | 2 | CCOc1ccc(Nc2nc(Cc3nnc(SCC(N)=O)o3)cs2)cc1
0.6 | -8 | 13 | · | · | 42 | 0.9 | 8.4 | 2 | COc1ccc(NC(=O)C2CCC(CNc3c(N4CCC(C)CC4)c(=O)c3=O)CC2)cc1OC (centres undefined)
0.9 | -26 | 9 | -0.48 | · | 7 | 0.9 | 1.3 | 2 | COc1cccc(-c2cnc(OC(C)(C)C)nc2OC(C)(C)C)c1
0.2 | 21 | 73* | 0.11 | 1.1 | 84* | 0.3 | 1.9 | 16 | COC(=O)c1sc(NC(=O)CSc2nc3cccnc3n2C2CCCCC2)nc1C
1 | -4 | 13 | -3.1* | 1 | 1 | 0.9 | 1.4 | -1 | CCOC(=O)c1ccc(N2C(=O)c3n[nH]c(C)c3C2c2ccccc2)cc1 (centres undefined)
0.7 | 1 | 22 | -0.56 | · | 28 | 0.8 | 1 | 10 | COc1ccc(Br)cc1/C=N/NC(=O)CNC(=O)/C=C/c1ccccc1
0.5 | -10 | 38 | · | 1 | 45 | 0.6 | 0.9 | 2 | CCCCN(CCCC)CCn1cnc2c([nH]c3ccc(OC)cc32)c1=O
0.9 | 6 | -1 | -0.63 | 1.1 | 6 | 1 | 0.8 | 2 | COc1ccc(NC(=O)c2ccco2)cc1NC(=O)c1ccco1
0.9 | -2 | 7 | -0.3 | 1.1 | 6 | 0.9 | 1.5 | -1 | CC(=O)c1c(C)[nH]c(C(=O)OCC(=O)Nc2ncc(Cl)c(C)c2Cl)c1C
0.6 | -1 | 39 | -1.2 | · | 39 | 0.6 | 1.1 | -6 | O=C(NCCc1ccccc1)N1c2ccccc2Sc2ccccc21
1.1 | 4 | -15 | 0.3 | 1.3 | -11 | 1.1 | 0.9 | -2 | CCCC(=O)Nc1ccc(NC(=O)c2ccco2)cn1
1.8 | -10 | 64* | -0.68 | 1.1 | -78 | 0.4 | 1.1 | 0 | O=C(CN1C(=O)c2cccc3cccc1c23)N1CCc2ccccc2C1
0.8 | 22 | 24 | 0.13 | 1.1 | 23 | 0.8 | 1 | 3 | CSc1nnc(NC(=O)CCc2ccccc2)s1
0.2 | -12 | 57* | -1.3 | 1.3 | 84* | 0.4 | 1.4 | 88 | CCC(SC1=Nc2ccccc2C2=NC(CC(C)C)C(=O)N12)C(=O)Nc1ccc2c(c1)OCO2 (centres undefined)
0.9 | -7 | 7 | 0.4 | 1.1 | 14 | 0.9 | 1 | -5 | COc1ccc(-n2c(SCC(=O)NCCC(C)C)nc3ccsc3c2=O)cc1
0.7 | · | 54* | 0.3 | · | 30 | 0.5 | 0.8 | · | Cc1ccc(NC(=S)NC2CCCC2)cc1
0.8 | 6 | 11 | 0.43 | 1.5 | 18 | 0.9 | 2.6* | -3 | Cc1ccc(OCc2nc(-c3ccccn3)n[nH]2)cc1
0.6 | 1 | 62* | -0.14 | 1.3 | 42 | 0.4 | 0.9 | -4 | CCOC(=O)c1cnn(-c2cccc(Cl)c2)c1N
1.1 | 1 | 21 | 0.24 | · | -8 | 0.8 | 0.9 | 3 | CC1CCC(NC(=O)COc2ccccc2C(N)=O)CC1 (centres undefined)
1.1 | -4 | 9 | · | 1.1 | -7 | 0.9 | 1 | 1 | COc1ccccc1N1CCN(C(=O)c2cnn3cccnc23)CC1
0.7 | -6 | 10 | -0.09 | 1 | 29 | 0.9 | 1.6 | 6 | CCOC(=O)N1CCN(C(=O)CN(c2ccc(C)cc2)S(=O)(=O)c2c(C)noc2C)CC1
0.6 | 2 | 43 | -0.27 | 1.2 | 43 | 0.6 | 1.2 | 1 | Cc1cc2cc(CCNC(=O)c3ccc(Br)o3)c(=O)[nH]c2cc1C
0.7 | -6 | 4 | · | 1.2 | 26 | 1 | 1 | 6 | CCOc1ccccc1-c1nc(C(N)=O)c2[nH]c(=O)n(-c3ccc(F)cc3)c2n1
0.9 | · | 12 | -0.34 | · | 6 | 0.9 | 1 | · | O=C(CNC(=O)c1cccs1)NCC(=O)OCc1ccc(Cl)cc1
0.5 | -6 | 58* | -0.94 | 1.1 | 49 | 0.4 | 1 | -3 | CCCn1c(SCC(=O)Nc2c(CC)cccc2CC)nnc1C(C)C
1 | -8 | -5 | 0.34 | 1.3 | -2 | 1 | 0.8 | 0 | COC(=O)[C@H](Cc1ccccc1)NC(=O)N1CCCCC1C (some centres undefined)
0.5 | -4 | 85* | 0.68 | 1.2 | 48 | 0.1 | 1 | -2 | Cc1occc1-c1nnc(SCC(=O)c2ccc(Cl)cc2)n1C
1.9 | -15 | 45 | 0.62 | 1.2 | -94 | 0.5 | 0.7 | 2 | Cc1ccccc1SCC(=O)Nc1cccc(C#N)c1
0.5 | · | 60* | -2.1 | · | 46 | 0.4 | 1.2 | · | CCOC(=O)C1=C(CSc2nc3ccccc3s2)NC(=O)NC1c1ccc(OC)cc1 (centres undefined)
0.7 | -21 | 51* | 1.7 | 1.2 | 26 | 0.5 | 0.9 | -6 | O=C1c2ccccc2C(=O)N1CCc1nc(-c2cccnc2)no1
1 | -1 | -9 | -0.42 | 1.2 | 4 | 1.1 | 1.3 | 1 | CC(=O)Nc1ccc(OCC(O)CN2CCN(Cc3ccccc3)CC2)cc1 (centres undefined)
0.8 | 1 | 14 | · | 1.1 | 22 | 0.9 | 1.7 | -2 | Cc1n[nH]c(C)c1S(=O)(=O)N1CCCC(C(=O)NC2CCCc3ccccc32)C1 (centres undefined)

PLAP activator: what is marked active above
CYP2C9 activ | CD11b adhes inh | CYP2C19 inhib | PTK2B oligo ant | MT1-MMP txn act | CYP2C9 inh | CYP2C19 activ | PLAP activator | Mac1 fbg enh | SMILES
0.8 | 6 | 11 | 0.43 | 1.5 | 18 | 0.9 | 2.6* | -3 | Cc1ccc(OCc2nc(-c3ccccn3)n[nH]2)cc1

Other compounds follow:
CYP2C9 activ | CD11b adhes inh | CYP2C19 inhib | PTK2B oligo ant | MT1-MMP txn act | CYP2C9 inh | CYP2C19 activ | PLAP activator | Mac1 fbg enh | SMILES
0.6 | · | 22 | -0.62 | · | 36 | 0.8 | 1.1 | · | CC(C)Nc1nc(Oc2ccc(Cl)cc2)cc(C(F)(F)F)n1
0.3 | 9 | 82* | -0.95 | 1.4 | 66* | 0.2 | 0.9 | -2 | COc1ccc(OC)c(C(C)NC(=O)c2ccco2)c1 (centres undefined)
1.2 | 2 | -7 | -0.59 | 1.1 | -16 | 1.1 | 1 | -3 | CC(=O)N1CCN(CC(=O)Nc2c(Cl)cccc2Cl)CC1
1.3 | -2 | -20 | -0.19 | 1.1 | -26 | 1.2 | 0.9 | -1 | CCN1C(=O)CC(N2CCC(C(=O)OC)CC2)C1=O (centres undefined)
0.9 | 2 | -4 | -0.74 | · | 13 | 1 | 1.2 | -1 | CCC(CC)C(=O)Nc1cccc(/C(C)=N/NC(=O)c2c(Br)cnn2C)c1
0.4 | -10 | 28 | -0.57 | 1.1 | 59* | 0.7 | 1 | 2 | COc1cccc(N(CC(=O)NC2CCCC2)C(=O)Cn2nnc(-c3ccc(C)cc3)n2)c1
0.9 | · | 8 | -0.17 | 1.1 | 15 | 0.9 | 1.2 | · | O=C(Nc1c(C(=O)Nc2cccc(F)c2)oc2ccccc12)c1ccc2c(c1)OCO2
0.9 | 5 | 6 | 1 | · | 13 | 0.9 | 0.8 | -4 | Cc1cccc(NC(=O)CSc2nc(C)c(CC(=O)c3ccc(Br)cc3)c(C)c2C#N)c1C
0.9 | -9 | 10 | 1.2 | 1 | 5 | 0.9 | 1.4 | 0 | O=C(CCN1CCOCC1)Nc1c(-c2ccccc2)c2cc(Br)ccc2[nH]c1=O
0.8 | -7 | 7 | · | 1.1 | 16 | 0.9 | 0.9 | -16 | COc1ccc(N2C(=O)C3CCCN3C2c2ccc(Cl)cc2)cc1 (centres undefined)
0.9 | -6 | -10 | 0.77 | 1.2 | 5 | 1.1 | 1 | -6 | CC(=O)NC(O)C(=O)c1ccccc1 (centres undefined)
1.2 | -12 | -6 | -0.13 | 1.3 | -21 | 1.1 | 1 | 2 | CCSc1nc2ccccc2n1CC(=O)OC
1.1 | 4 | -5 | · | 1.1 | -9 | 1.1 | 1 | -2 | CCC(C)NC(=O)c1cnc2n(c1=O)CCS2 (centres undefined)
0.8 | -29 | 7 | -0.11 | 1.4 | 21 | 0.9 | 1.5 | 25 | CCOc1cc(/C=N/NC(=O)CNc2ccc(C)cc2)ccc1OC(=O)c1ccccc1
0.1 | 7 | 57* | -0.44 | 1.2 | 92* | 0.4 | 1.4 | 1 | CCN(CC)C(=O)CSc1nc2ccccc2c(=O)n1CCC(=O)NCc1ccc(F)cc1
0.9 | 5 | 32 | · | · | 8 | 0.7 | 0.8 | -1 | COc1ccc(CCNc2nc3ccccc3n3nnnc23)cc1OC
